APJ ag – APJ receptor agonism; P35414; CHO-K1 APJ PathHunter beta-arrestin, luminescence; 0% DMSO wells, 100% apelin; activation, % at 20 µM; 0.11% of 330,000 active;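 active = activation more than six SD over the plate average, tested at 20 µM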;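 also: 0% = DMSO alone and 100% = apelin-13 at 10 nM; some results filed as inactive read as strong as hits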
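Material: engineered CHO-K1 APJ arrestin reporter cells; amount: 1000 CHO-K1 reporter cells seeded per well; incubation: compound stimulation 90 min at 25 °C, detection 60 min; signal: luminescent beta-gal fragment complementation, chemiluminescent substrate; read-out basis: APJ agonist activity; controls: DMSO-only wells as negative, 10 nM Apelin-13 as positive control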
CHOP UPR activ – activators of apoptotic arm of unfolded protein response (CHOP) | CHO-CHOP luciferase reporter, UPR activation, luminescence; percent of tunicamycin response over DMSO baseline | activation, % at 10 µM | 0.34% of 330,000 active | AID 449763;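 active = at 10 µM dose, activation of 40% or more, normalized to positive control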;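 also: 100% = tunicamycin at 10 µg/mL and 0% = DMSO alone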
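Evaluation: % reporter activation, DMSO baseline versus tunicamycin full activation; System: CHO-CHOP luciferase reporter cell line; Input: 500 cells/well; Incubation: 6 h compound treatment, 37 °C; Measured by: Steady-Glo luciferase luminescence; Dosing: one dose, 10 µM in 0.5% DMSO; Buffer or medium: F12 medium, 10% FBS; Benchmarks: positive tunicamycin 10 µg/mL, negative DMSO alone.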
APJ antagonist – antagonists of human APJ apelin receptor; CHO-K1 APJ beta-arrestin complementation, luminescence; inhibition, % at 20 µM; 0.32% of 330,000 active;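 active = inhibition above about 40% at 20 µM, limit read from the data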;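 also: cells challenged with 10 nM apelin-13 agonist together with compound; plate controls were apelin-13 plus DMSO wells for no effect and DMSO wells lacking apelin-13 for full effect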
Mdm2 MdmX PPI – disrupts the human Mdm2-MdmX interaction. O15151+Q00987. SaOS-2 split-luciferase Mdm2/MdmX complementation, luminescence. inhibition, % at 8 µM. 3% of 330,000 active. AID 485346;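 active = inhibition of at least 50% at 8 µM in the primary screen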
Target sequence (O15151 whole entry, looked up): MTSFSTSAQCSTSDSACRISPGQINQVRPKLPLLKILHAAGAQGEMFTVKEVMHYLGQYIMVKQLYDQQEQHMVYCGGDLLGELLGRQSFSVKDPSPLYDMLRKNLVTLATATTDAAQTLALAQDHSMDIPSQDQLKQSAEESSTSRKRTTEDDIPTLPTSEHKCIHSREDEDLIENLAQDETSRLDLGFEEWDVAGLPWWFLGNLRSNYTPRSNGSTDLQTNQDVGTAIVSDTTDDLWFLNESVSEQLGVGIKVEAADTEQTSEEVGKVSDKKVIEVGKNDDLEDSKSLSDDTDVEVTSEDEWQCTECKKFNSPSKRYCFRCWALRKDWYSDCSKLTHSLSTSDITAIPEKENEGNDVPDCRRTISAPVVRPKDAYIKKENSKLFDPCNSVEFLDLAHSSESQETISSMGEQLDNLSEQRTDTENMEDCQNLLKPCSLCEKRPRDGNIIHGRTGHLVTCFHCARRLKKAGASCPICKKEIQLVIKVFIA
Target sequence (Q00987 whole entry, looked up): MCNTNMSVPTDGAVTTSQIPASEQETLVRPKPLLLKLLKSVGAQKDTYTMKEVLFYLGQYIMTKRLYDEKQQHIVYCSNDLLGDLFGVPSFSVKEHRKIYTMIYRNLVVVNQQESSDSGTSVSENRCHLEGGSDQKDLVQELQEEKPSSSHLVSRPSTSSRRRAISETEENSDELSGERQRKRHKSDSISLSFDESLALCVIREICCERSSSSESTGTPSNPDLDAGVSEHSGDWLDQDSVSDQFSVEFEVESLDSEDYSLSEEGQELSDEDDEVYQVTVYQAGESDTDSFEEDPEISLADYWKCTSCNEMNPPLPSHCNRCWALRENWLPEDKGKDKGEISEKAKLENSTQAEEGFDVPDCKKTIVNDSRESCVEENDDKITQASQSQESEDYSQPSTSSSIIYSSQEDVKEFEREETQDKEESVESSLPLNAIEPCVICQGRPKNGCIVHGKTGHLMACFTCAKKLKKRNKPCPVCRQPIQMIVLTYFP
XBP1 UPR activ – adaptive UPR (XBP1) activation; 0.33% of 330,000 active; activation, % at 20 µM; AID 463104; CHO-XBP1 luciferase reporter, IRE1-XBP1 UPR activation, luminescence; percent of tunicamycin response, DMSO as zero;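 active = versus positive control, 20 µM dose yields 30% or more activation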;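 also: 100% = tunicamycin at 10 µg/mL and 0% = DMSO only wells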
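Material: CHO-XBP1 cells stably carrying IRE1-XBP1-driven luciferase reporter / Amount: 1000 cells per well / Compound: 20 µM, 1% DMSO / Times: 6 h treatment, 37 °C / Detection: luciferase luminescence / Measure: % activation of reporter signal versus tunicamycin and DMSO controls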
CXCR6 block – inhibitors of human CXCR6 receptor; CHO-K1 PathHunter CXCR6 beta-arrestin, luminescence; inhibition, % at 20 µM; 0.36% of 360,000 active; AID 602244; in the data active = inhibition above about 34%, passing the limit was not always enough;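 also: antagonist mode with CXCL16 agonist at 10 nM final; 0% = 10 nM CXCL16 with DMSO and 100% = unstimulated wells without agonist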
tim10-1 inh – growth inhibitors of tim10-1 mutant yeast; S. cerevisiae tim10-1 ts strain growth, BacTiter-Glo, 24 h; inhibition, % at 20 µM; 2.2% of 330,000 active; AID 463190;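 active = inhibition of at least 40%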;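 also: mutant grown at 25 °C; 0% = DMSO wells with yeast and 100% = wells holding no yeast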
tim23-1 inh – growth inhibitors of tim23-1 mutant yeast | 1.3% of 330,000 active | inhibition, % at 20 µM | S. cerevisiae tim23-1 growth, BacTiter-Glo luminescence, 24 h;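 active = growth inhibition of the mutant yeast at or above 50%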;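 also: temperature-sensitive mutant grown at 25 °C; plate controls were DMSO-treated mutant yeast for no effect and medium wells lacking yeast for full effect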
TIM10 inh – TIM10 yeast growth inhibition | S. cerevisiae TIM10 strain growth, BacTiter-Glo luminescence, 24 h | inhibition, % at 10 µM | 1.4% of 330,000 active | AID 463195;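 active = inhibition of 40% or more at the single tested concentration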;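 also: wild-type TIM10 isogenic control strain grown at permissive 25 °C; 0% = DMSO yeast wells and 100% = minimal medium wells without yeast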
An asterisk follows results filed as active.

Structure,APJ ag,CHOP UPR activ,APJ antagonist,Mdm2 MdmX PPI,XBP1 UPR activ,CXCR6 block,tim10-1 inh,tim23-1 inh,TIM10 inh
C=C(C)CSc1nnc(-c2ccc(C)cc2)n1N,-1,2.1,1,10,-3,-5,-6,-2,-4
CCOc1ccccc1-n1c(SCC(N)=O)nnc1-c1ccco1,2,0.2,-14,11,-1,4,-17,10,-1
COC(CNC(=O)c1ccc2c(c1)ncn2C1CCCCCC1)OC,-3,-0.7,-11,2,3,-2,3,10,-13
CC(=O)Nc1nc2n(n1)C(c1ccccc1)C=C(c1ccccc1)N2 (stereo unspecified),-6,-1.7,7,-12,-2,-13,28,17,18
CCCCN(C(=O)C1CC(=O)N(c2ccc(OC)cc2OC)C1)c1c(N)n(CC(C)C)c(=O)[nH]c1=O (stereo unspecified),1,-0.7,20,9,-3,1,-15,10,-1
Cc1nc(SCC(=O)N(C)C2CCS(=O)(=O)C2)c2ccccc2n1 (stereo unspecified),-2,-0.5,1,23,-2,1,0,4,7
CCCC(=O)Nc1cc(-c2cn3cccnc3n2)ccc1OC,-5,1.0,3,-21,-3,-3,15,4,2
O=C(O)c1ccccc1C(=O)OCc1c(-c2ccccc2)ncc2ccccc12,-1,0.4,18,6,0,-1,0,9,-7
O=C(Nc1ccc(Cl)cc1)NC1CCCCC1Cc1ccco1 (stereo unspecified),3,0.7,-10,13,-1,-13,47*,7,38
O=C(NNC(=O)c1ccc([N+](=O)[O-])cc1)NC1CCCCC1,1,0.7,0,13,-3,-7,2,5,-6
COc1ccc2c(COC(=O)CCS(=O)(=O)c3ccc(C)cc3)cc(=O)oc2c1,10,2.5,10,22,-4,-8,20,26,12
O=C(Nc1cccc(C(F)(F)F)c1)c1cc(S(=O)(=O)N2CCCCC2)ccc1N1CCOCC1,4,-0.6,5,5,-3,10,20,13,5
CC1CC(C)CN(c2ncc3c(n2)CC(c2ccccc2Cl)CC3=O)C1 (stereo unspecified),-5,-0.6,12,31,1,18,32,27,24
Cc1cc(NS(=O)(=O)c2ccccc2)c([N+](=O)[O-])cc1C,-4,0.1,4,5,-3,-4,41*,44,25
CC(C)(C)c1ccccc1NC(=O)COC(=O)CN1C(=O)NC2(CCCC2)C1=O,6,1.0,-7,-9,1,-4,11,13,9
COC(=O)c1ccc(S(=O)(=O)N2CCCCCC2)n1C,-4,-1.0,4,14,0,-2,10,0,-5
CC1(C)Cc2ccccc2-c2nc(NCCCO)[nH]c(=O)c21,-3,0.8,-1,25,1,11,0,6,-17
CC(=O)N1CCC(N(CCN2CCOCC2)C(=S)Nc2cccc(C)c2C)CC1,-3,0.2,6,21,-1,-6,2,1,-2
CCSC(=N)N,1,0.2,14,-14,-5,-9,-2,9,5
CCOc1c2ccccc2nn1CCOC,6,-0.7,11,15,0,-12,19,10,10
COc1ccc(C(=O)Nc2c(N)nc(SCC(=O)c3ccccc3)[nH]c2=O)cc1,3,0.3,5,17,-2,-2,8,-7,1
CCOC(=O)N1CCN(Cc2nc3c(c(=O)[nH]c(=O)n3C)n2CCCc2ccccc2)CC1,-4,1.1,1,16,1,-1,11,14,21
COc1ccc(/C=C2\SC(=O)N(CCC(=O)N3CCCCC3)C2=O)cc1OC,-4,1.7,7,15,-2,-7,17,16,-1
Cc1noc(NS(=O)(=O)c2ccc(NC(=O)c3cc(F)c(F)c(F)c3F)cc2)c1C,0,2.6,-24,8,-1,-2,-7,2,0
CCOc1ccc(S(=O)(=O)N2CCN(S(=O)(=O)c3ccc(C)c(C)c3)CC2)cc1,-2,4.9,10,7,-3,-10,-12,-4,-3
CCc1ccc(CN2CCC(Oc3ccc(C(=O)N4CCCC4)cc3)CC2)cc1,10,-0.2,3,5,-3,-14,4,9,13
O=C(/C=C/c1ccc(Cl)cc1)NCc1cccs1,-1,2.7,-35,-67,1,5,8,18,-22
OC(COC(c1ccccc1)c1ccccc1)CN1CCOCC1 (stereo unspecified),-3,1.8,6,-27,5,-11,15,14,-4
COc1ccccc1C1(O)CCN(C(=O)c2cccs2)CC1,1,0.3,18,0,6,-2,12,6,2
O=C(O)CN1CCc2ccccc2C1,-1,-1.3,12,3,-3,10,1,8,-11

New compounds follow
Structure,APJ ag,CHOP UPR activ,APJ antagonist,Mdm2 MdmX PPI,XBP1 UPR activ,CXCR6 block,tim10-1 inh,tim23-1 inh,TIM10 inh
Cc1ccc(S(=O)(=O)c2nc(Nc3nccs3)sc2Cl)cc1,-2,-3.3,0,29,-4,1,29,18,48*
Cc1cccc(C2c3[nH]c4ccccc4c3CCN2C(=O)c2nn(C)c(=O)c3ccccc23)n1 (stereo unspecified),-1,-0.5,-15,14,-1,0,27,16,28
CC#CCCc1nc2ccccc2c(=O)n1N,1,1.8,3,6,0,0,6,-8,6
CCc1ccc2c(CC(=O)Nc3cccc(S(=O)(=O)N4CCOCC4)c3)coc2c1,-2,-0.5,-48,-18,-2,-14,15,23,11
O=C(Nc1ccc2oc(-c3cccnc3)nc2c1)c1ccc2c(c1)OCCO2,-3,-0.9,2,45,2,11,-4,-34,-31
CN(C1CCCCC1)S(=O)(=O)c1cc2c3c(c1)CCN3C(=O)CC2,2,1.0,15,16,-1,-1,5,3,-1
COc1ccc(C(C(=O)NC2CCCC2)N(CCN2CCOCC2)C(=O)c2ccc(OC)c(OC)c2)cc1 (stereo unspecified),-3,-2.1,14,-1,0,6,14,11,12
COc1ccc(CNS(=O)(=O)c2cccc(S(=O)(=O)N3CCOCC3)c2)cc1,-1,-1.0,2,-15,-3,-5,-2,-6,-4
CCc1c(C(=O)NCCc2ccc(OC)c(OC)c2)[nH]c(C)c1C(C)=O,-3,-0.1,19,17,-2,2,14,4,15
COc1ccccc1NC(=O)C1Cc2ccccc2CN1C(=O)c1ccco1 (stereo unspecified),-3,0.3,15,-9,1,12,-8,25,25
Cc1ccc(OC(=O)C2c3ccccc3Oc3ccccc32)cc1C,-2,-0.7,2,16,-3,-10,15,6,-6
Cc1ccc(S(=O)(=O)C2(C(=O)Nc3ccc(C(C)C)cc3)CC2)cc1,-4,2.7,-11,-18,-2,-10,24,22,22
CS(=O)(=O)c1ccc(-c2nnc(NC(=O)C3=COCCO3)o2)cc1,1,0.8,-55,-10,0,0,-11,-4,2
Cc1ccc(-c2c3c(=O)n(C)c(=O)n(C)c3cn2N2CCOCC2)cc1,-3,-0.9,-16,27,1,15,17,-3,6
Cc1nc(SCC(=O)c2ccc(F)cc2)n[nH]1,0,1.3,-8,-20,1,3,20,-7,-13
Cc1noc(/C=C/N(C)C)c1S(=O)(=O)N1CCc2ccccc21,0,-0.9,-3,-12,0,2,30,35,19
CCCCOc1ccc(S(=O)(=O)NNC(=O)C2Cc3c(ccc4ccccc34)O2)cc1 (stereo unspecified),-2,-0.7,-33,40,-1,0,45*,35,19
O=C(NCc1ccncc1)c1ccc(NS(=O)(=O)c2ccccc2)cc1,3,1.3,14,23,-4,-24,5,-7,-4
CN1CCN(C(=S)NC(=O)c2cccc([N+](=O)[O-])c2)CC1,-5,1.6,3,-25,-2,3,12,15,5
CCOC1=C/C(=C/c2c(N)n3nc(CC(=O)N4CCCCC4)sc3nc2=O)C=CC1=O,-4,0.3,19,-4,-4,9,3,-4,2
COc1cccc(NC(=O)CCN2C(=O)c3cccc([N+](=O)[O-])c3C2=O)c1,-4,3.6,2,7,-6,6,1,4,5
COCCNC(=O)CCn1nc(-c2ccc(C)cc2)ccc1=O,-2,-1.2,9,-7,-3,-3,-5,-4,6
O=C(CCCN1C(=O)/C(=C/c2cccs2)SC1=S)NNC(=O)c1ccncc1,-4,0.1,15,17,2,3,7,-5,2
Cn1c(NCCO)nc2c1c(=O)n(Cc1cccc(Cl)c1)c(=O)n2C,-2,-0.6,-19,34,-3,8,5,-7,-22
CCOC(=O)c1c(C)[nH]c(C(=O)COC(=O)c2[nH]c(C)c(C(C)=O)c2C)c1C,9,-2.2,-11,8,-2,-9,16,-7,2
Cc1ccc(CNc2nc3ccccc3n3cnnc23)cc1,-1,4.1,12,21,5,3,8,5,9
COCC(=O)NCCc1nc(-c2ccccc2)cs1,1,-1.3,13,4,0,-7,-4,-7,0
COc1ccc(Sc2cc(C(F)(F)F)nc(-c3ccccn3)n2)cc1,-1,0.8,-6,8,-2,-1,37,34,45*
O=C1CC(c2cccs2)CC2=C1C(c1ccccc1)n1ncnc1N2 (stereo unspecified),1,-0.4,14,3,-4,8,2,-4,1
CCCCN(C(=O)C1=NN(c2ccccc2)C(=O)CC1)c1c(N)n(CC(C)C)c(=O)[nH]c1=O,3,1.1,8,-21,5,1,-13,4,4

Given with each value named: entries from further up.
SMILES: Cc1ccc(S(=O)(=O)C2(C(=O)Nc3ccc(C(C)C)cc3)CC2)cc1
- APJ ag: -4
- CHOP UPR activ: 2.7
- APJ antagonist: -11
- Mdm2 MdmX PPI: -18
- XBP1 UPR activ: -2
- CXCR6 block: -10
- tim10-1 inh: 24
- tim23-1 inh: 22
- TIM10 inh: 22
SMILES: CS(=O)(=O)c1ccc(-c2nnc(NC(=O)C3=COCCO3)o2)cc1
- APJ ag: 1
- CHOP UPR activ: 0.8
- APJ antagonist: -55
- Mdm2 MdmX PPI: -10
- XBP1 UPR activ: 0
- CXCR6 block: 0
- tim10-1 inh: -11
- tim23-1 inh: -4
- TIM10 inh: 2

Following part
Structure,APJ ag,CHOP UPR activ,APJ antagonist,Mdm2 MdmX PPI,XBP1 UPR activ,CXCR6 block,tim10-1 inh,tim23-1 inh,TIM10 inh
CCCOc1ccc(NC(=O)C2CC(=O)N(C(C)C)C2)cc1 (stereo unspecified),2,2.1,3,0,2,3,4,11,-1
CC1(C)Cc2nc(-c3ccccc3)nc(SCC(O)CO)c2CO1 (stereo unspecified),-6,1.0,7,-16,-1,-7,-14,21,-2
CCOc1ccccc1NC(=O)C1C2C=CC(C2)C1C(=O)O (stereo unspecified),-2,-1.2,14,10,-1,-21,4,4,1
Cc1ccc(NC(=O)NC2CCCCCCC2)cc1,-3,4.2,5,-57,0,-2,9,10,-4
CN(C(=O)c1ccccc1C(=O)c1ccccc1)C1CCS(=O)(=O)C1 (stereo unspecified),0,-2.5,-9,-10,-3,-2,-15,-2,-1
CC(=O)c1cc(C#N)c(N2CCCCC2)nc1C,-2,1.0,-6,6,-3,1,6,11,-10
O=C(Nc1ccc(C(=O)NC2CCCCC2)cc1)c1cccnc1,0,-0.9,1,11,-1,-7,12,2,2
COC(=O)Cn1cnc2c(cnn2-c2ccc(C)cc2)c1=O,-2,5.2,15,-6,-1,-18,20,17,-4
CSc1nnc2n(C)c3c(c(=O)n12)C1(CCCC1)Cc1ccccc1-3,-6,-0.2,8,0,4,7,45*,62*,40*
CC(C)Oc1ccc(S(=O)(=O)N2CCOCC2)cc1NC(=O)CC1CCCC1,-3,-1.7,1,-18,-4,1,14,15,7
COc1ccc(OC)c(NC(=O)CCn2cccc2)c1,-4,-2.5,-29,-1,-1,0,10,4,10

From PubChem

A portion of the library (hit frequency here may not be typical).
